RAD54 inh: inhibitors of human RAD54 branch migration, primary screen, biochemical, fluorescence, single point; RAD54 Holliday junction branch migration, FAM/BHQ fluorescence; inhibition, % at 10.4 µM; 360,000 compounds, 0.14% hits; AID 602329, 2012;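 active = mean normalized replicate activity at least 40 and at least half of replicates scoring 40 or more; inconclusive = only one of the two criteria met; inactive = mean below 40 and under half of replicates reaching 40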;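 also: 0% = median of neutral control wells and 100% = median of positive control wells; inhibitors cause a drop in the FAM fluorescence signal; in these data hits start at about 50%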
Target sequence (Q92698 whole entry, looked up): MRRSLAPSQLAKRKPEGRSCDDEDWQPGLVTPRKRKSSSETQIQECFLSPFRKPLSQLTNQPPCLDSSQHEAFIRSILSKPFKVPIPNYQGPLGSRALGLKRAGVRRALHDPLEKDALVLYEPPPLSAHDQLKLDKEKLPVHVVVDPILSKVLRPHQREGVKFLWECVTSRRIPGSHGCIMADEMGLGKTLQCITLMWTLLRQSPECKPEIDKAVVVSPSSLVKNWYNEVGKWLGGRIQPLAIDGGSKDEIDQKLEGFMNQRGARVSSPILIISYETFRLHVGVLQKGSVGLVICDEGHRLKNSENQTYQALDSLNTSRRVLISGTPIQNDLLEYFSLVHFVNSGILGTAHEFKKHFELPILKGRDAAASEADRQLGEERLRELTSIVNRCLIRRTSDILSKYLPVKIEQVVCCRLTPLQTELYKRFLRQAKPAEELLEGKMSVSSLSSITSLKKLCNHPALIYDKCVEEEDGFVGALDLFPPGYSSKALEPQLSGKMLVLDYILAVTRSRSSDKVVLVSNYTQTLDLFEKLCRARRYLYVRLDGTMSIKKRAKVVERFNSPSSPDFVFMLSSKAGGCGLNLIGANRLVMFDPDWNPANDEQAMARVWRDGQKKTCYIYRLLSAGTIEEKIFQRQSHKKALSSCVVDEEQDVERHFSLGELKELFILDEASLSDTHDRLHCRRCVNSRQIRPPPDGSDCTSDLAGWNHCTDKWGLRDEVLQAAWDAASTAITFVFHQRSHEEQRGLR
INS-1E GSIS act: GLuc luminescence reporter in INS-1E cells, primary screen for activators of glucose-dependent secretion of insulin; INS-1E GLuc reporter insulin secretion, 2-3 h; activation, % at 16.6 µM; 370,000 compounds, 0.61% hits;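 active = lowest replicate activation of at least 40%, so every replicate reaches that level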;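 also: 0% = median of neutral control wells and 100% = median of IBMX positive control wells; some compounds called inactive have numbers as strong as hits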
RAD52 anneal inh: RAD52 DNA annealing inhibitors, primary screen, biochemical, FRET, single point, set 2; recombinant RAD52 DNA annealing, FRET fluorescence; inhibition, % at 18.7 µM; 360,000 compounds, 0.46% hits; AID 651710, 2012;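 active = every replicate showing at least 50% inhibition; inconclusive = mean inhibition at least 50% but not in every replicate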
CASP6 VEID inh: human caspase-6 inhibitors, primary screen, biochemical, VEID-R110 fluorescence, single point, set 2; purified caspase-6, Z-VEID-R110 cleavage fluorescence; inhibition, % at 12.5 µM; 350,000 compounds, 0.53% hits;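 active = mean inhibition across replicates at least about 35%, with every replicate also reaching that limit, limit read from the data; inconclusive = only one of the two criteria met; inactive = neither criterion met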;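 also: 0% = median of neutral control wells and 100% = no fluorescence left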
Target sequence (P55212 24-179 limits assumed): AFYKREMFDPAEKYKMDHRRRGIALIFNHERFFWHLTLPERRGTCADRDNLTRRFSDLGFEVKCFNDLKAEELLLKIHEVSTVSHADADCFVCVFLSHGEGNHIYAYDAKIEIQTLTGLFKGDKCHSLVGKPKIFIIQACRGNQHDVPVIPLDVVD
Target sequence (P55212 194-293 limits assumed): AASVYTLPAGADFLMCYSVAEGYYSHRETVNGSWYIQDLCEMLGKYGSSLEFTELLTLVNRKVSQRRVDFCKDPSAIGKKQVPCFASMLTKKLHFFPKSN
F508del corr: F508del CFTR correction, initial screen, CFBE line, single point | CFBE cells, YFP halide quenching; stimulated with forskolin plus potentiator P3; % fluorescence drop versus neutral controls | activity (quench increase), % at 7.58 µM | 350,000 compounds, 0.36% hits;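 active = mean added fluorescence quench of at least 8% versus neutral control, with both replicates also reaching 8%; inconclusive = only one of the mean or replicate conditions met; inactive = mean below 8% and not both replicates reaching 8%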;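 also: cells transiently co-express mutant CFTR-F508del with the halide-sensitive YFP; corrector assay measuring rescue of mutant channel to the surface after 24 h compound exposure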
DENV2 CPE: inhibitors of DENV2 cytopathic effect, primary screen, cell-based, plate reader, single concentration | CPE inhibition, % at 9.99 µM | 350,000 compounds, 1.7% hits | DENV2-infected cells, cytopathic effect rescue; in the data active = CPE inhibition above about 20%, passing the limit was not always enough; inconclusive = no clear call, values can overlap the other calls; tested in BHK-21 cells;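 also: 0% = median of neutral control wells and 100% = median of positive control wells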
E-selectin induc: E-selectin induction in HUVECs, primary screen, imaging, HUVEC, immunofluorescence imaging, single point | P16581 | normalized: neutral wells 0, TNF-alpha wells 100 | activation, % at 7.58 µM | 260,000 compounds, 0.37% hits | AID 686992, 2013;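 active = mean E-selectin-positive cell signal at least 10% of the positive control, reached in at least 60% of replicates, without over 20% cell loss; inconclusive = no rule given, readout overlaps actives, possibly toxicity-flagged; inactive = the rest, including those meeting only one limit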;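 also: in these data hits start at about 27%; measured in HUVEC primary endothelial cells; signal is the percent of cells scored E-selectin positive by PE staining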
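System: HUVEC, human umbilical vein endothelial cells; quantity: 3,000 cells/well; buffer or medium: EGM-2 medium, gelatin-coated wells; dosing: single-point compound dose; detection: immunofluorescence imaging; evaluation: % PE-positive cells; benchmarks: TNF-alpha, DMSO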
XiGFP reactiv: activators of inactive X chromosome reactivation, primary screen, imaging, XiGFP fibroblasts, GFP high-content imaging, set 2; activation, % at 7.58 µM; XiGFP mouse fibroblasts, % GFP-positive cells imaging, 3 d; cells co-treated with 5-aza-dC sensitizer; scaled so ellipticine positive control = 100%; 360,000 compounds, 0.055% hits; AID 743238, 2013;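 active = mean normalized replicate activation at least 10% and every replicate at or above 10%; inconclusive = only one of the two criteria met; inactive = mean below 10% and not all replicates reach 10%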;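 also: 0% = median of on-plate neutral control wells and 100% = ellipticine 6 µM median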
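System: 68-5-11 XiGFP fibroblast line; Timing: 3 days compound exposure; Compound dosing: one concentration, pinned; Benchmarks: positive control ellipticine, 6 µM final; Buffer or medium: DMEM containing 5-aza-dC.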
Numbers without * were called inactive; ? = inconclusive; · = no result given; & = joins results of further samples. Compounds were not picked by outcome (roughly 3.7% active in at least one column).

mol | RAD54 inh | INS-1E GSIS act | RAD52 anneal inh | CASP6 VEID inh | F508del corr | DENV2 CPE | E-selectin induc | XiGFP reactiv
O=C(Nc1ccccc1)c1nc[nH]c1C(=O)NCCN(CCNC(=O)c1[nH]cnc1C(=O)Nc1ccccc1)CCNC(=O)c1[nH]cnc1C(=O)Nc1ccccc1 | -4 | 26 | -16 | -2 | -0.5 | · | 0.4 | 0.0
CC(C)c1cccc(-c2ccc3c(c2)S(=O)(=O)c2cccc(C(=O)O)c2C3=O)c1 | -1 | · | 4 | 2 | -3.5 | ? | -0.1 | 0.0
CC(=O)c1sc(NC(=O)CS(=O)(=O)c2ccccc2)nc1-c1ccccc1 | -2 | -2 | -21 | -5 | -0.5 | -11 | 0.4 | 0.0
O=C(c1ccsc1)N1CCCC(N2CCN(c3cccc(C(F)(F)F)c3)CC2)C1 (stereo not drawn) | -7 | 8 | -5 | 1 | -1.5 | 4 | -1.7 | 0.2
COc1ccc(N2CCN(C(=O)CN3C(=O)COc4ccccc43)CC2)cc1 | 0 | 6 | -8 | 0 | -1.2 | -7 | · | 0.2
C[C@H](CO)N1C[C@H](C)[C@H](CN(C)Cc2ccc3c(c2)OCO3)Oc2ncc(-c3ccccc3)cc2C1=O | 10 | -18 | 9 | 0 | 0.0 | -3 | 0.1 | -1.9
COc1ccc(/C=N/Nc2nc(Nc3ccccc3)nc(N3CCCC3)n2)cc1[N+](=O)[O-] | 1 | 14 | -8 | 2 | 3.0 | 3 | · | 0.2
COc1ccc(NC(=O)c2cc3c([nH]c4ccccc43)c(C)n2)cc1 | 7 | 3 | -8 | 1 | -1.8 | 12 | 0.7 | 0.0
O=C(c1ccc2nc3ccc(Cl)cc3c(=O)n2c1)N1CCOCC1 | 4 | 4 | 5 | -1 | · | · | · | ·
Cc1cc(F)ccc1-c1cc(C(=O)NC2CCCCC2)[nH]n1 | 5 | -24 | -9 | 1 | -2.7 | 3 | 2.3 | 0.1
CCOC(=O)C1=C(C)N(C[C@@H]2CC[C@@H](Cc3ccc(-c4ccccc4)cc3)O2)C(=O)NC1c1ccc(C(F)(F)F)cc1 (stereo partly drawn) | -9 | 15 | -9 | -4 | -0.9 | -1 | -1.5 | 0.2
COc1cccc(NC(=O)N(C)C[C@@H]2Oc3ncc(C4=CCCCC4)cc3C(=O)N([C@@H](C)CO)C[C@@H]2C)c1 | 4 | 1 | -5 | -1 | 1.7 | ? | -0.1 | 0.0
O=C(Nc1cccc(Oc2ccc3c(c2)C(=O)NC3=O)c1)c1cccs1 | · | 1 | -4 | 1 | · | 7 | · | 0.0
Cn1cccc1C(C#N)c1ccccc1C#N (stereo not drawn) | · | -11 | -14 | -1 | -0.8 | -1 | · | 0.1
Cc1nc(NC(=O)CSc2ccccc2N)sc1C | · | 12 | -14 | 0 | 2.1 | -1 | · | ·
COc1cccc(N2CCN(C(=O)c3ccc4ccccc4c3)CC2)c1 | 10 | -26 | -55 | -1 | -0.8 | -8 | · | 0.0
O=C(C[C@@H]1CC[C@@H]2[C@H](COC[C@H](O)CN2S(=O)(=O)c2ccc(Cl)cc2)O1)N[C@H]1CCN(Cc2ccccc2)C1 | 1 | 3 | 20 | 0 | -1.7 | 1 | -0.1 | -0.1
CCC(OC(=O)c1nsc(Cl)c1Cl)C(=O)NCC1CCCO1 (stereo not drawn) | -22 | 1 | -8 | -1 | -3.3 | 0 | 0.1 | 0.1
O=C(c1ccccc1)N1CC(=O)N2[C@H](CO)[C@H](c3ccc(C4=CCCC4)cc3)[C@@H]2C1 | · | 9 | -6 | · | -0.2 | -4 | 0.0 | 0.0
O=C(CN1CCOCC1)Nc1nc(-c2ccc(Cl)cc2)cs1 | 8 | -21 | -1 | 4 | -1.7 | 4 | · | 0.2
N/C(=N\OC(=O)c1ccccc1[N+](=O)[O-])c1ccccn1 | 3 | -7 | -3 | 0 | -3.6 | -2 | · | 0.0
Clc1cccc(Cl)c1CSc1nnc([C@@H]2CCCN2)o1 | 1 | -12 | -21 | -2 | -0.3 | 2 | 1.6 | 0.0
CCC(=O)N(C)C[C@@H]1Oc2cc(C#Cc3ccccc3)ccc2S(=O)(=O)N([C@@H](C)CO)C[C@H]1C | 1 | -18 | -10 | -3 | 0.7 | -2 | 0.2 | -0.7
O=S(=O)(c1ccccc1F)N1CCN(CCOc2ccccc2)CC1 | 1 | -4 | -6 | 1 | -4.6 | -1 | · | 0.0
CCCCn1nnnc1C(c1ccccc1)N1CCN(c2ncc(C(F)(F)F)cc2Cl)CC1 (stereo not drawn) | · | -7 | 7 | 2 | -5.9 | 2 | 0.1 | 0.2
Cc1nc2ccc(Cl)cc2c(-c2ccccc2F)c1CC(=O)O | · | 7 | -1 | 2 | · | 6 | -0.6 | 0.6
CC(=O)N1CCN(C(=O)c2ccc(OC3CCN(Cc4ccccn4)CC3)cc2)CC1 | 29 | 19 | -25 | -7 | 0.3 | 19 | 0.0 | -0.1
COc1cccc(NC(=O)Nc2cc(C(=O)O)ccc2N2CC3CC(C2)c2cccc(=O)n2C3)c1 (stereo not drawn) | -12 | 14 | -9 | 0 | 1.2 | -5 | · | 0.0
O=C(C[C@H]1C=C[C@@H](NC(=O)Nc2ccc3c(c2)OCO3)[C@H](CO)O1)NCc1ccc(F)cc1 | 1 | 3 | -1 | -5 | -2.0 | 14 | -0.2 | -0.5
Cc1ccc2nc(-c3ccncc3)cc(C(=O)NCc3ccccc3F)c2c1 | -15 | -2 | -13 | -2 | -1.6 | 6 | 0.1 | 0.7

The closing 5 compounds of the part before lead into the next.
mol | RAD54 inh | INS-1E GSIS act | RAD52 anneal inh | CASP6 VEID inh | F508del corr | DENV2 CPE | E-selectin induc | XiGFP reactiv
Cc1nc2ccc(Cl)cc2c(-c2ccccc2F)c1CC(=O)O | · | 7 | -1 | 2 | · | 6 | -0.6 | 0.6
CC(=O)N1CCN(C(=O)c2ccc(OC3CCN(Cc4ccccn4)CC3)cc2)CC1 | 29 | 19 | -25 | -7 | 0.3 | 19 | 0.0 | -0.1
COc1cccc(NC(=O)Nc2cc(C(=O)O)ccc2N2CC3CC(C2)c2cccc(=O)n2C3)c1 (stereo not drawn) | -12 | 14 | -9 | 0 | 1.2 | -5 | · | 0.0
O=C(C[C@H]1C=C[C@@H](NC(=O)Nc2ccc3c(c2)OCO3)[C@H](CO)O1)NCc1ccc(F)cc1 | 1 | 3 | -1 | -5 | -2.0 | 14 | -0.2 | -0.5
Cc1ccc2nc(-c3ccncc3)cc(C(=O)NCc3ccccc3F)c2c1 | -15 | -2 | -13 | -2 | -1.6 | 6 | 0.1 | 0.7
CCCNC(=O)C1(C)CCCN(C(=O)c2cccc(OC(F)(F)F)c2)C1 (stereo not drawn) | 11 | · | -8 | -1 | 0.2 | 13 | · | 0.0
Cc1ccc(S(=O)(=O)Nc2ccc3c(c2)C(=O)N([C@@H](C)CO)C[C@@H](C)[C@H](CN(C)C(=O)NC2CCCCC2)OCCCC[C@@H](C)O3)cc1 | 0 | -17 | 4 | 1 | 1.3 | -3 | 0.0 | 0.1
COc1cccc(NC(=O)N[C@@H]2CC[C@H](CC(=O)N3CCCCC3)O[C@@H]2CO)c1 | 2 | 11 | -4 | 14 | -1.5 | 5 | -0.5 | 0.9
Cn1c(Cn2c(=O)sc3ccccc32)nnc1SCC(N)=O | 4 | 1 | -8 | -1 | -0.3 | ? | 0.3 | 0.4
COc1nnc(-c2ccc(C)c(S(=O)(=O)NC(C)C)c2)c2ccccc12 | -8 | 22 | -14 | 3 | 0.5 | 5 | -0.3 | 0.1
O=C(c1ccccc1)c1ccc[nH]1 | 11 | 3 | -9 | 0 | -2.3 | 4 | 0.0 | 0.1
CCCCCCC(NC(=O)c1ccc(C)cc1)C(=O)O (stereo not drawn) | 1 | 0 | -1 | 3 | -2.4 | ? | 0.4 | -0.1
O=C(Cc1cccc2ccccc12)Nc1ccc2c(c1)C(=O)NC2=O | · | -9 | -26 | -3 | 4.3 | 7 | · | 0.0
Cc1ccc(Cc2c(-c3ccc(C)cc3)nc3ccc(Br)cn23)cc1 | 1 | -2 | -59 | -2 | 0.7 | 2 | 0.0 | -0.1
COc1ccc(CC(=O)NCC2(c3ccc(OC)c(OC)c3)CCCC2)cc1 | 6 | 36 | -8 | -3 | 2.8 | 3 | 0.0 | 0.3
Cc1ccc(C)c(-c2nnc(NC(=O)C3=COCCO3)o2)c1 | · | 11 | -6 | 2 | 3.8 | 7 | 1.0 | 0.0
CSc1nc(-c2ccccc2)nc(NC(C)=O)c1C(C)=O | · | -3 | -25 | -10 | 0.3 | 0 | 0.6 | 0.3
CCCN(C)C[C@H]1Oc2ncc(-c3cccc(C(=O)N(C)C)c3)cc2C(=O)N([C@@H](C)CO)C[C@@H]1C | 4 | 18 | 2 | -1 | -1.2 | 16 | -0.3 | -0.6
COc1cc(OC)c(OC)cc1/C=N/n1c(COc2ccccc2)n[nH]c1=S | -6 | -28 | -14 | 0 | -1.6 | 8 | -0.1 | -0.1
O=C(O)c1nn(Cc2nc3ccccc3o2)c(=O)c2ccccc12 | 20 | 33 | -5 | 4 | 1.6 | ? | · | 0.2
CCOC(=O)C1=CN(Cc2cccc(F)c2)S(=O)(=O)N(C)C1c1cccc(OC)c1 (stereo not drawn) | 9 | -39 | -8 | 2 | 4.0 | 7 | 1.6 | -0.2
CC(=O)N(C)C[C@@H]1Oc2cc(-c3ccncc3)ccc2S(=O)(=O)N([C@H](C)CO)C[C@@H]1C | 6 | 26 | 4 | 1 | -1.3 | 29* | 0.7 | 0.0
CCOC(=O)/C(C(C)=O)=C1/OC(=O)c2ccccc21 | 9 | 5 | -16 | -4 | -0.5 | 1 | · | ·
COc1cc(C(=O)NC2CC3CCCC(C2)N3Cc2ccccc2)cc(OC)c1OC (stereo not drawn) | 11 | 1 | -20 | -6 | -0.5 | -3 | -0.2 | 0.1
CCC(CO)Oc1cc(NC(=O)c2ccc(OC)cc2)c2ncn(C(C)C)c2c1 (stereo not drawn) | -19&-9 | · | -2 | -1 | 0.8 | ? | 0.1 | 0.0
COc1ccc(-n2nnnc2/C=C/Nc2cc(C(F)(F)F)ccc2OC)cc1 | -4 | · | -104 | 2 | 0.7 | -1 | 0.2 | 0.0

Screening results deposited in PubChem BioAssay by Broad Institute.
